TNAP act DEA: human TNAP activation, intermediate phosphate acceptor. AID 813. 64,000 tested, under 10 active. purified TNAP, CDP-star luminescence, 100 mM DEA, 30 min; active compounds read high; scale: 0 levamisole-inhibited, 1 vehicle-only enzyme. activation factor at 20 µM;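 active = activation factor of at least 2 at 20 µM, relative to controls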
Target sequence (P05186 whole entry, looked up): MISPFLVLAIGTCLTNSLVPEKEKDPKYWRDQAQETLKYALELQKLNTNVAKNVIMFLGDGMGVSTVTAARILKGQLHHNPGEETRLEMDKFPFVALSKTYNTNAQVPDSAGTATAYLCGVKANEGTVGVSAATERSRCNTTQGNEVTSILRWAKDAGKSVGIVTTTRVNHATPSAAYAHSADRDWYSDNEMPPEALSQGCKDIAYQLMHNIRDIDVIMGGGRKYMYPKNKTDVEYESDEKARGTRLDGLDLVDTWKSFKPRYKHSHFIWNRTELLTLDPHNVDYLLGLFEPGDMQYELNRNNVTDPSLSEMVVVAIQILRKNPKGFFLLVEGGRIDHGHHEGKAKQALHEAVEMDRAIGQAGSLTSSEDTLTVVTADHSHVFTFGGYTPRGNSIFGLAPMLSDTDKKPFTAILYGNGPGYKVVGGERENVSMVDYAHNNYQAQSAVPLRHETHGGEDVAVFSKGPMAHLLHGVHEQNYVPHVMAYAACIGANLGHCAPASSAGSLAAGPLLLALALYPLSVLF
JNK3 blocker: JNK3 (human) kinase inhibition. P53779. purified JNK3 kinase activity, HTS. inhibition, % at 8 µM. hit rate 0.61% among 60,000. AID 746; in the data active = inhibition above about 17%;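 also: 0% = DMSO and 100% = reference inhibitor; many of its hits are not listed in these tables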
MMP-13 inhibitor: inhibitors of human MMP13. P45452. MMP-13 fTHP FRET cleavage, Mca fluorescence. inhibition, % at 4 µM. hit rate 0.07% among 65,000. AID 570;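 active = inhibition above the mean of compound-free control plate wells plus 3 SD, cut at about 14% in these data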;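 also: 0% = DMSO wells and 100% = wells with reference MMP-13 inhibitor after basal subtraction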
DUSP1 inh: inhibitors of human MKP-1 phosphatase; P28562; recombinant MKP-1, OMFP hydrolysis fluorescence; inhibition, %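 (compounds tested at a single concentration somewhere between 10 and 100 µM)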; hit rate 0.15% among 65,000; AID 374;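 active = inhibition above about 50%, limit read from the data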;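 also: 0% = DMSO max control wells and 100% = wells with enzyme stopped by NaOH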
Jurkat viability: cytotoxic compounds reducing Jurkat cell viability | Jurkat E6.1 viability, ATP luminescence, 48 h | inhibition, % at 4 µM | hit rate 1.2% among 56,000 | AID 463;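 active = inhibition above the mean inhibition of all tested compounds plus 3 SD, cut at about 28% in these data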
ROCK2 blocker: inhibitors of human Rho kinase 2; O75116; purified ROCK2, Kinase-Glo ATP depletion luminescence; inhibition, % at 6 µM; hit rate 0.35% among 60,000; AID 604;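 active = inhibition above the screen-wide mean inhibition plus 3 SD, cut at about 18% in these data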;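 also: plate controls were DMSO wells for no effect and Y-27632 control wells after no-enzyme background subtraction for full effect; many of its hits are not listed in these tables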
PKA kinase inh: PKA (human) kinase inhibition; P17612; PKA Kemptide phosphorylation, Kinase-Glo ATP luminescence; inhibition, % at 6 µM; hit rate 0.1% among 65,000;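 active = inhibition above the screen-wide mean inhibition plus 3 SD, cut at about 21% in these data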; also: many of its hits are not listed in these tables
Cdc25B inh: human M-phase inducer phosphatase 2 inhibition; recombinant Cdc25B, OMFP fluorescence Ex485/Em525; AID 368; P30305; inhibition, %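 (compounds tested at 10 µM final in the well)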; hit rate 0.1% among 65,000; in the data active = inhibition above about 50%
Target sequence (P30305 whole entry, looked up): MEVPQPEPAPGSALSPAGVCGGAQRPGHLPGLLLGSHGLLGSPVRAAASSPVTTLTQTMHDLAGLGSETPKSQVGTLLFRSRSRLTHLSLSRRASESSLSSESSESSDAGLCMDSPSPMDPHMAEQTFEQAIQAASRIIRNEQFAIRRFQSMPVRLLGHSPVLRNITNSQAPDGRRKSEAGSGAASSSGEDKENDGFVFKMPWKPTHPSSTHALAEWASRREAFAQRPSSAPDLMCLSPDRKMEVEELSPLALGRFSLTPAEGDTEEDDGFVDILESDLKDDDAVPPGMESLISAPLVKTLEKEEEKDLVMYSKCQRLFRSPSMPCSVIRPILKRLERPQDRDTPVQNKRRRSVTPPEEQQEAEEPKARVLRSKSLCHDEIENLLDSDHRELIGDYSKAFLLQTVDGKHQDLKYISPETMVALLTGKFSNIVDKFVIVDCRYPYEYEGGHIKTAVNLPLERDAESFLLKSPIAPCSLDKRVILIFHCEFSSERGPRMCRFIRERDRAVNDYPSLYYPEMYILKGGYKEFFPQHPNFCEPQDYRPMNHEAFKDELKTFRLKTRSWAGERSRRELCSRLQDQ
HEK293 NFkB inh: inhibitors of the PMA/ionomycin-induced NF-kB reporter in HEK293 cells; HEK-293 NF-kB luciferase reporter, luminescence; inhibition, % at 3 µM; hit rate 0.21% among 62,000; AID 465;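 active = inhibition above the mean of all tested compounds plus 3 SD, cut at about 40% in these data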;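 also: 0% = stimulated DMSO wells and 100% = 10 µM reference inhibitor 5653914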
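System: NF-kB luciferase reporter HEK-293 cells | Replication: Single test | Control set: DMSO vs reference inhibitor | Evaluation: % inhibition | Schedule: 1 h pretreatment, 16 h stimulation, 37 °C | Probe or stimulus: PMA with ionomycin | Compound dosing: One dose, 3 µM | Detection: Luciferase luminescence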
Active calls of the source: *; x = no result given; [ ] = dose if it differs, or a comment.

SMILES	TNAP act DEA	JNK3 blocker	MMP-13 inhibitor	DUSP1 inh	Jurkat viability	ROCK2 blocker	PKA kinase inh	Cdc25B inh	HEK293 NFkB inh
O=c1cc(O)nc(SCc2ccc(Cl)cc2)[nH]1	1	-5	7	27	1	6	6	-5	11
O=C(CN(c1ccc(F)cc1)S(=O)(=O)c1ccc2c(c1)OCCO2)Nc1ccc2c(c1)OCO2	0.9	-4	6	1	-2	6	3	-2	12
c1ccc(-c2nnn(C34CC5CC(CC(C5)C3)C4)n2)cc1	0.9	3	-1	-3	-9	7	6	-8	4
COc1cc(NC(=O)Cc2cccs2)ccc1-n1cnnn1	1	-3	-1	-1	-2	2	6	-11	-4
CC(C)(C)C(=O)CN1C(=O)C2(OCCO2)c2ccccc21	0.9	3	-2	-11	-6	2	1	4	14
CN(C)C=Nc1nonc1N	0.9	-1	3	-14	2	2	-4	-6	5
O=C(Cn1ncc2c1-c1ccccc1OC2)Nc1nc2ccccc2s1	1	12	6	8	-2	0	4	0	-2
O=C1CCCN1CN(C(=O)c1ccccc1)c1ccc(F)cc1	1	-2	2	8	-1	-2	5	5	3
CCOc1cc(C2NC(=O)NC(O)(C(F)(F)F)C2C(=O)c2ccc(OC)cc2)ccc1O (configuration not stated)	0.9	-6	1	4	-11	5	8	-14	1
COc1ccc(CCNS(=O)(=O)c2ccc3oc(C(=O)O)c(C)c3c2)cc1OC	0.9	-2	4	17	2	-2	-3	-12	10
Cc1ccc(NC(=O)c2noc3c2CCCCC3)cc1	0.9	3	4	0	-3	6	10	-7	-59
OCC#CCSc1nnc(-c2ccncc2)o1	0.9	-10	3	25	0	2	6	-1	20
O=C(c1ccc(-n2cnnn2)cc1)N1CCOCC1	0.8	5	2	-21	x	-4	7	-14	x
CCCCCCSC1=C(C#N)C(c2ccc(O)cc2)CC(=O)N1 (configuration not stated)	0.9	0	5	-5	-2	1	10	4	4
O=C(C1CCCN(S(=O)(=O)Cc2ccccc2)C1)N1CCc2ccccc21 (configuration not stated)	0.9	x	7	6	x	x	8	-13	17
CCN(CC(=O)Nc1cccc(C(C)=O)c1)S(=O)(=O)c1ccc(OC)cc1	1	5	0	-8	-1	10	7	-3	1
COc1ccc(OC(C)=O)c(C2c3cc(OC)c(OC)cc3CCN2C(C)=O)c1 (configuration not stated)	1	-9	-7	6	8	6	12	1	10
CCOc1ccc2nc(SC(CC)C(=O)Nc3cc(C)on3)sc2c1 (configuration not stated)	1	3	-1	3	1	3	11	-12	9
O=C(Nc1ccccc1C(=O)N1CCOCC1)c1ccco1	0.9	6	7	8	-2	7	9	-1	18
COc1ccc(CN(CC2CCCO2)S(=O)(=O)c2ccc(C(=O)O)cc2)cc1OC (configuration not stated)	1	4	0	0	-17	6	13	-3	-2
Cc1onc(-c2c(Cl)cccc2Cl)c1C(N)=O	1	1	4	4	10	0	-2	1	13
Cn1c(=O)oc2cc(S(=O)(=O)N3CCC(C(=O)Nc4ccc(OC(F)(F)F)cc4)CC3)ccc21	0.9	-6	6	0	1	-2	1	-2	4
Cn1c(Cc2cccs2)n[nH]c1=S	0.9	3	3	5	7	2	9	2	6
Cn1c(=O)c2c(-c3ccccc3)n(Cc3cccnc3)cc2n(C)c1=O	0.9	-5	1	11	5	-4	-2	-5	25
Cc1cc(C)nc(SCCS(=O)Cc2ccc(Cl)cc2)n1 (configuration not stated)	0.9	1	-7	-20	-6	2	3	-8	2
O=C1C2CCCN2C(c2ccc(F)c(F)c2)N1c1cccc(Cl)c1 (configuration not stated)	0.9	-2	-5	3	-4	-1	2	-1	9
COCCN(CCOC)S(=O)(=O)c1ccc(C(=O)NC2CCN(Cc3ccccc3)CC2)cc1	0.9	-4	-2	7	13	0	-2	-6	15
CCOc1ccccc1C(=O)N(Cc1ccco1)C1CCS(=O)(=O)C1 (configuration not stated)	0.9	2	-1	21	-1	7	1	-12	10
CCOC(=O)CCCCC(=O)c1[nH]c(=O)[nH]c1Cn1cnc2ccccc21	0.9	-4	-6	15	-6	6	6	-1	10
Cc1nc(SC2CC(=O)N(c3ccccc3)C2=O)nc2c1CCCC2 (configuration not stated)	0.9	-14	-9	10	2	-4	1	-31	-5
Cc1nn(CCCC(=O)N2CCc3ccccc3C2)c(=O)c2cc3sccc3n12	1	7	-4	21	3	-6	-3	-11	21
O=C(c1cccc2ccccc12)N1CCC(N2CCN(c3ccccc3)CC2)CC1	0.9	-14	-3	-3	x	-1	-2	7	x
Cc1nc2c(c(=O)n1CC1CCCO1)c1nc3ccccc3nc1n2CCC(C)C (configuration not stated)	0.9	2	-26	8	x	6	6	16	x
Cn1c(=O)[nH]c(=O)c2c1nc(NCCCO)n2CCCc1ccccc1	0.9	4	-4	13	-5	5	6	-10	6
CC(=O)NCCOc1cccc(OCCNC(C)=O)c1	0.9	5	-5	-2	1	1	5	-7	10
Cc1ccc(S(=O)(=O)N2CCN(C(=O)N3CCOCC3)C2C(C)C)cc1 (configuration not stated)	1	-1	3	-20	0	2	8	-4	8
O=C(Nc1ccc(NC(=O)C2CCCN2C(=O)OCc2ccccc2)cc1)c1ccco1 (configuration not stated)	x	-1	-2	11	-1	5	4	26	11
CC(C)C1CC(=O)NC(SCC(=O)Nc2ccc(Br)cc2)=C1C#N (configuration not stated)	0.9	2	1	-24	16	0	-9	9	6
O=C(CN(c1ccc(F)cc1)S(=O)(=O)c1ccc2c(c1)OCCO2)Nc1cccnc1	0.8	3	-3	9	3	3	0	4	7
O=C(CSc1ccccc1)Nc1ccccc1N1CCOCC1	0.9	12	-4	26	10	5	3	1	12
COc1ccc2nnc(-c3ccccc3)n2n1	1	2	-16	3	0	4	8	-5	4
O=C(COC(=O)Cc1cccs1)Nc1ccccc1	0.9	9	-7	5	-4	2	4	7	18
CCC1(c2ccc(F)cc2)NC(=O)N(CC(=O)N2CCOCC2)C1=O (configuration not stated)	1	x	5	8	x	x	-2	3	9
CS(=O)(=O)N1CCN(C(=O)c2ccccc2)C1	1	0	0	-1	5	-10	-2	-15	1
CS(=O)(=O)n1nc(OC(=O)c2cccc3ccccc23)cc1N	1	5	6	3	-2	5	10	-9	15
CCc1nnc(NC(=O)CSc2nc(-c3ccc(OC)cc3)ns2)s1	0.8	1	-1	11	2	9	9	6	-4
O=C(CCN1CCOCC1)Nc1c(-c2ccccc2)c2cc(Br)ccc2[nH]c1=O	x	6	1	10	6	2	-3	0	17
Cn1c(SC2=CS(=O)(=O)c3ccccc32)nc2ccccc21	0.9	-2	-1	12	73*	-2	-4	-10	6
O=C(c1ccc(COc2ccccc2Cl)o1)N1CCN(c2ccccc2)CC1	0.9	7	3	-1	3	5	7	-15	6
CCCCCCC(=O)N1CCN(c2cc3c(cc2F)c(=O)c(C(=O)O)cn3CC)CC1	0.9	-2	-123[fluorescence artefact?]	0	x	2	3	16	x
c1ccc2cc3[nH]c(CN4CCCCC4)nc3cc2c1	1.1	8	0	-11	-2	5	10	-13	2
COc1ccc(CCNc2oc(-c3ccccc3OC)nc2C#N)cc1	0.8	-7	-186[fluorescence artefact?]	-18	0	4	7	-14	25
O=C(Nc1nccs1)C1CCCN(S(=O)(=O)c2cccc3cccnc23)C1 (configuration not stated)	0.9	-5	1	-1	5	0	3	-13	26
O=C1C(=O)N(CCCn2ccnc2)C(c2cccnc2)/C1=C(/O)c1ccc(Br)cc1 (configuration not stated)	0.9	x	-1	7	x	x	0	1	1
COc1cc(-c2nnc(-c3ccc(N4CCOCC4)cc3)o2)cc(OC)c1OC	1	-3	-157[fluorescence artefact?]	-11	-8	3	8	-9	5
OCCN1CCN(CC#CCn2c3ccccc3c3ccccc32)CC1	0.9	1	-1	-20	-3	4	9	-1	8
CCOC(=O)c1sc2cccc(F)c2c1N	0.9	x	-106[fluorescence artefact?]	11	x	x	6	-7	20
COc1ccc(C2C(C(=O)Nc3cc(C)on3)c3ccccc3C(=O)N2C)cc1 (configuration not stated)	1	x	0	6	x	x	2	-14	14
C=C(C)CN(CC)CCC(=O)Nc1ccc(OC)cc1OC	0.8	-5	1	-21	x	14	6	6	x
CCN(C1CCCCC1)S(=O)(=O)c1ccc(S(=O)(=O)NCc2ccncc2)cc1	0.9	0	3	24	69*	4	6	3	35

Some of these compounds in order of length of the SMILES, low to high.
SMILES	TNAP act DEA	JNK3 blocker	MMP-13 inhibitor	DUSP1 inh	Jurkat viability	ROCK2 blocker	PKA kinase inh	Cdc25B inh	HEK293 NFkB inh
O=C(COC(=O)Cc1cccs1)Nc1ccccc1	0.9	9	-7	5	-4	2	4	7	18
CS(=O)(=O)N1CCN(C(=O)c2ccccc2)C1	1	0	0	-1	5	-10	-2	-15	1
COc1ccc(CCNc2oc(-c3ccccc3OC)nc2C#N)cc1	0.8	-7	-186[fluorescence artefact?]	-18	0	4	7	-14	25
CCC1(c2ccc(F)cc2)NC(=O)N(CC(=O)N2CCOCC2)C1=O (configuration not stated)	1	x	5	8	x	x	-2	3	9
O=C(CCN1CCOCC1)Nc1c(-c2ccccc2)c2cc(Br)ccc2[nH]c1=O	x	6	1	10	6	2	-3	0	17
CCN(C1CCCCC1)S(=O)(=O)c1ccc(S(=O)(=O)NCc2ccncc2)cc1	0.9	0	3	24	69*	4	6	3	35

Additional results follow:
SMILES	TNAP act DEA	JNK3 blocker	MMP-13 inhibitor	DUSP1 inh	Jurkat viability	ROCK2 blocker	PKA kinase inh	Cdc25B inh	HEK293 NFkB inh
CC1CCN(C(=O)C2CCCN(S(C)(=O)=O)C2)CC1 (configuration not stated)	1	7	1	1	-8	5	4	-20	6
CCOC(=O)C(CCSC)NC(=O)CN (configuration not stated)	0.9	5	-3	20	-8	6	10	2	11
COc1ccc(C2N(c3cccc(Cl)c3)C(=O)C3CCCN32)cc1 (configuration not stated)	0.9	9	8	12	7	-2	-10	-2	11
Cc1cc(C(=O)Nc2sc3c(c2C#N)CCCCC3)cs1	0.8	12	-2	11	3	4	4	-4	-90
Cc1ccc(C)c(NS(=O)(=O)c2ccc(OCC(=O)N3CCOCC3)cc2)c1	1	5	3	-11	6	3	3	2	13
COc1cccc(Cn2nnc(C(=O)NCc3ccc(F)cc3)c2N)c1	1.1	2	4	-4	-4	0	1	-3	13
CCOC(=O)c1cc2cc(OC)ccc2[nH]1	0.9	-9	-57[fluorescence artefact?]	-6	x	-10	2	6	x
CCCC(=O)Nc1ccc2c(c1)nc1n2CCSC1	0.9	-5	-3	-15	3	-1	5	-38	7
COc1ccc(C2CC(c3ccc(Cl)cc3Cl)n3nc(N)nc3N2)cc1 (configuration not stated)	0.8	-4	3	28	1	-2	-2	8	2
Cc1cc(-c2csc(N)n2)c(C)n1CCc1ccccc1	0.9	4	5	30	4	6	3	0	-2
Cc1cc(C)nc(-n2nc(C)cc2NC(=O)c2ccc(Br)o2)n1	0.8	4	0	11	4	6	10	-2	10
CCCc1nc2ccccc2c2nc(N)nn12	0.9	-2	-2	12	2	2	4	-4	11
COc1cc(Nc2cc(C)nc3nc(C)nn23)cc(OC)c1OC	0.9	-6	-5	4	-6	0	0	-5	18
C=CCn1c(Cc2ccc(OCC)cc2)nnc1SCC(N)=O	1.1	-3	-4	8	0	6	11	-3	5
Cc1ccc(S(=O)(=O)N2CCN(C(=O)c3c(C)nn(-c4ccccc4)c3Cl)CC2)cc1	1	-6	-2	18	1	3	5	3	20
CC(C)n1nnnc1SCC(=O)Nc1ccccc1N1CCOCC1	0.9	-2	-1	4	-8	8	14	0	7
Cn1c(SCC(=O)c2ccc3c(c2)OCO3)nnc1-c1ccccn1	0.8	2	5	2	-6	8	8	-10	-8
Nc1cc(C(F)(F)F)ccc1C(=O)O	0.9	4	-84[fluorescence artefact?]	3	-4	-1	-6	3	4

Bioassay records (PubChem BioAssay)
